MEP2-GFP yeast: modulators of TOR pathway MEP2-GFP in S. cerevisiae. AID 2016. GFP response vs DMSO, % at 10 µM. S. cerevisiae MEP2-GFP strain, flow cytometry GFP, 3 h; 100% = DMSO control level. hit rate 0.51% among 330,000;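 active = GFP response versus DMSO above a set limit, roughly screen mean plus 3 SD, cut at about 180% in these data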;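 note: median GFP fluorescence of the barcode-gated MEP2-GFP cells per well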
RPL19A TOR yeast: alters RPL19A-GFP fluorescence in TOR pathway yeast screen. S. cerevisiae RPL19A-GFP strain, flow cytometry, 3 h; active compounds read low. AID 2025. percent response vs DMSO, % at 10 µM. hit rate 0.3% among 330,000;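 active = percent response vs DMSO below 50%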;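 note: median channel GFP fluorescence of the barcoded RPL19A-GFP strain; ratio of sample median GFP to plate DMSO average so 100% = DMSO; lower means less RPL19A-GFP as with rapamycin TOR inhibition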
AHR act: human AHR activation. AID 2796. AHR-responsive luciferase reporter cells, luminescence. hit rate 2.5% among 320,000. P35869. activation, % at 5 µM; in the data active = activation above about 47%;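 note: 0% = vehicle wells and 100% = reference agonist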
Target sequence (P35869 whole entry, looked up): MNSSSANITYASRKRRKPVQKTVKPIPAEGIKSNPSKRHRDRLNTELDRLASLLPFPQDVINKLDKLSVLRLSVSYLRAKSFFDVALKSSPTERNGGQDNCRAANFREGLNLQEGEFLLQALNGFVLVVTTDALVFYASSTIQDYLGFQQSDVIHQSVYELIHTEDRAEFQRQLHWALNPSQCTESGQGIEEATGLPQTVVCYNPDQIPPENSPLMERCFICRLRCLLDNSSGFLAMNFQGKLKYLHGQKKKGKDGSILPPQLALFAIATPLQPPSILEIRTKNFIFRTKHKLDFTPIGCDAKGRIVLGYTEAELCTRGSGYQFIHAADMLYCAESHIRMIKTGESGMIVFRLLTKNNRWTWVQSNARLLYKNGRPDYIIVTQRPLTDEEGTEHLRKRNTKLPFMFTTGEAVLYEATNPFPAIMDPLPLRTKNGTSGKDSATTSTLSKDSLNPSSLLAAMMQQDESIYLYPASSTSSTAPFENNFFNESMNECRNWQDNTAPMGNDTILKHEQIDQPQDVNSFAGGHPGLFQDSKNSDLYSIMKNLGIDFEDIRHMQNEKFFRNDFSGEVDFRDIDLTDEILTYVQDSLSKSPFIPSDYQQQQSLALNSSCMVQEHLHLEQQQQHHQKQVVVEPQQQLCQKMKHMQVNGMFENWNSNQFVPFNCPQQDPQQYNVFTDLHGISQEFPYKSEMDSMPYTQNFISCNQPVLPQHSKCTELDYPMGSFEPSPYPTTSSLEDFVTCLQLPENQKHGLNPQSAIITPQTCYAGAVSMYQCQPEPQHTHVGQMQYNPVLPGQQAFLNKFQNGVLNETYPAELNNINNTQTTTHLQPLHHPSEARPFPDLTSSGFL
AGP1-GFP MLPCN: modulators of TOR pathway AGP1-GFP in S. cerevisiae. S. cerevisiae AGP1-GFP multiplex flow cytometry, 3 h; GFP as percent of DMSO wells. GFP response vs DMSO, % at 10 µM. hit rate 0.02% among 320,000. AID 2066;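 active = GFP response relative to DMSO above a set limit, near screen average plus 3 SD, cut at about 150% in these data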;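 note: median GFP channel fluorescence of the gated AGP1 strain per well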
CIT2-GFP yeast: modulators of TOR pathway CIT2-GFP in S. cerevisiae. S. cerevisiae CIT2-GFP strain, flow cytometry, 3 h; 100 means same as DMSO wells. GFP response vs DMSO, % at 10 µM. hit rate 0.065% among 320,000. AID 2029;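 active = GFP response relative to DMSO above a set limit, near the screen mean plus 3 SD, cut at about 150% in these data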;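 note: ratio of well median GFP fluorescence to mean of DMSO wells on the plate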
LAP4-GFP MLPCN: modulators of TOR pathway LAP4-GFP in S. cerevisiae | S. cerevisiae LAP4-GFP multiplex, flow cytometry GFP, 3 h; median GFP as percent of DMSO wells | GFP response vs DMSO, % at 10 µM | hit rate 0.34% among 320,000 | AID 2023;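 active = GFP response vs DMSO above a set limit, about the screen mean plus 3 SD, cut at about 150% in these data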
procasp3 activ: procaspase-3 (human) activation; P42574; recombinant procaspase-3 D3A, Ac-DEVD-pNA absorbance 405 nm; activation, % at 8.5 µM; hit rate 0.11% among 330,000; AID 463141;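 active = activation above the mean of all tested compounds plus 3 SD, cut at about 21% in these data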;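 note: 0% = DMSO alone and 100% = DMSO wells spiked with extra 5 µM PC-3 D3A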
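material = Procaspase-3 D3A mutant | probe or stimulus = Ac-DEVD-pNA | compound = single dose, 8.5 µM nominal compound, 0.8% DMSO | timing = 1 h preincubation, 2 h reaction | measured by = 405 nm absorbance of p-nitroaniline, reads at 0 and 120 min | benchmarks = DMSO-only low control, 5 µM PC-3 D3A high control | repeats = singlicate, each compound tested once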
proCasp7 act: counter-screen for procaspase-3 activators: activators of human procaspase-7 | P55210 | recombinant procaspase-7, Ac-DEVD-pNA absorbance 405 nm; D23A/D198A/D206A triple mutant, cannot self-cleave; scale: DMSO 0, 5 µM enzyme 100 | activation, % at 8.5 µM | hit rate 0.093% among 330,000 | AID 463210;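 active = percent activation above the screen-wide mean plus 3 SD, cut at about 25% in these data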
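Detection: p-Nitroaniline absorbance at 405 nm, read at 0 and 120 min; system: Uncleavable procaspase-7 mutant enzyme; evaluation: % activation from two-timepoint absorbance difference, scaled to controls; times: 1 h enzyme–compound preincubation and 2 h substrate reaction, both 25 °C; buffer or medium: Zinc-free HEPES pH 7.4 with 300 mM NaCl, 0.01% Triton X-100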
Starred values were filed as active, the others as inactive; . = not tested or not shown. Hits appear at their usual frequency; any-hit rate near 3.5%.

SMILES	MEP2-GFP yeast	RPL19A TOR yeast	AHR act	AGP1-GFP MLPCN	CIT2-GFP yeast	LAP4-GFP MLPCN	procasp3 activ	proCasp7 act
C/C(=N/NC(=O)CCCOc1ccc(Cl)cc1Cl)c1ccc(C)o1	105	103	16	95	97	99	10	-4
Cc1cc(/C=N/Nc2ccc([N+](=O)[O-])cn2)c(C)n1-c1ccc(C(=O)O)cc1	99	99	5	97	101	95	-8	-31
COc1ccccc1-c1cc(-c2ccccc2)nc(=O)[nH]1	114	105	5	99	98	106	7	8
CN1CCC(N(C)C(=S)NCCc2ccccc2)CC1	99	94	1	104	93	105	2	5
CCCc1c(-c2ccc(O)cc2)nn(-c2ccc(O)cc2)c1-c1ccc(O)cc1	95	95	0	84	86	99	-3	-2
CN(C)CCNC(=O)c1cc(Br)ccc1Cl	104	101	-1	108	110	105	-5	0
O=C(Nc1cccc(Cl)c1)c1ccc(-n2cncn2)c([N+](=O)[O-])c1	101	99	0	100	104	95	3	-1
O=C(O)CN1C(=O)/C(=C/C=C/c2ccccc2)SC1=S	103	103	3	100	101	97	0	-1
O=C(/C=C/c1ccco1)OCC1CCCN2CCCCC12 (configuration not stated)	102	103	0	107	104	103	-9	1
Cc1ccc(CCNC(=O)C2CC(c3ccccc3[N+](=O)[O-])=NO2)cc1 (configuration not stated)	103	115	10	109	97	113	7	5
O=[N+]([O-])c1cccc(-c2nc(-c3cccs3)c(-c3cccs3)[nH]2)c1	112	100	63*	99	100	103	-3	14
COc1ccc(S(=O)(=O)Nc2cc(OC)c(NC(=O)c3ccco3)cc2OC)cc1	111	101	2	111	102	103	1	-2
CC(=O)Oc1ccc2nc(/C=C/c3ccc(C=O)cc3)oc(=O)c2c1	108	106	2	95	99	95	5	-6
COc1cc(C2C(C#N)=C(N)Oc3n[nH]c(C)c32)ccc1OC(=O)c1ccccc1 (configuration not stated)	109	105	0	112	106	99	4	-4
O=C(c1cccs1)N1CCN(c2nc3ccc([N+](=O)[O-])cc3s2)CC1	98	95	-3	100	91	107	-9	3
OCCC1CN(Cc2nc3ccccc3s2)CCN1C1CCCC1 (configuration not stated)	106	101	4	102	102	102	7	6
Cn1cccc1CC(=O)NNC(=S)Nc1ccc(Cl)cc1Cl	102	110	5	103	106	89	-1	-8
O=C(Cn1nnc(-c2ccncc2)n1)N1CCc2ccccc21	109	103	17	106	101	104	3	-3
O=C(COc1cccc2c1CCN(Cc1ccc(Br)cc1)C2=O)N1CCOCC1	88	97	-1	102	105	96	7	0
CCN1C(=O)CS/C1=C(\C#N)S(=O)(=O)c1ccccc1	106	97	-2	104	101	106	-6	-5
CCC1CCCCN1C(=S)NC(=O)c1ccco1 (configuration not stated)	104	101	-2	96	103	105	-4	-14
CC[C@@H](C)[C@@H](C(=O)N1CCN(C(=O)OC(C)(C)C)CC1)n1cc(CCCCNC(=O)OC(C)(C)C)nn1	97	96	-1	79	72	120	0	3
Cc1noc(C)c1C(=O)NCCC1=CCCCC1	98	99	1	95	101	101	0	-2
O=C(CSc1nnnn1-c1ccccc1)Nc1ncc2c(n1)CC(c1ccco1)CC2=O (configuration not stated)	106	96	-4	99	107	102	0	-2

Reformatted as a markdown table: part of the list above.
| structure | MEP2-GFP yeast | RPL19A TOR yeast | AHR act | AGP1-GFP MLPCN | CIT2-GFP yeast | LAP4-GFP MLPCN | procasp3 activ | proCasp7 act |
| --- | --- | --- | --- | --- | --- | --- | --- | --- |
| Cc1cc(/C=N/Nc2ccc([N+](=O)[O-])cn2)c(C)n1-c1ccc(C(=O)O)cc1 | 99 | 99 | 5 | 97 | 101 | 95 | -8 | -31 |
| O=C(Nc1cccc(Cl)c1)c1ccc(-n2cncn2)c([N+](=O)[O-])c1 | 101 | 99 | 0 | 100 | 104 | 95 | 3 | -1 |

Going on with the list:
SMILES	MEP2-GFP yeast	RPL19A TOR yeast	AHR act	AGP1-GFP MLPCN	CIT2-GFP yeast	LAP4-GFP MLPCN	procasp3 activ	proCasp7 act
CCN(CC(=O)NCc1cccs1)C(=O)CCOc1ccccc1	114	109	0	112	108	120	6	17
CC1CC/C(=N/Nc2ccccc2)C(=O)N1 (configuration not stated)	96	109	1	103	111	91	-7	14
NNC(=O)c1ccc(S(=O)(=O)N2CCc3ccccc32)cc1	100	106	18	97	102	92	-3	-10
CCCN1CCC(=O)N([C@H](COc2ccccc2)CC(C)C)CC1	87	92	9	86	88	127	7	-1
Cc1ccc(S(=O)(=O)NC(=O)c2ccccc2C)cc1	100	100	-1	89	.	91	-7	-9
CC(=O)c1sc(NC(=O)Cc2c(F)cccc2Cl)nc1C	111	103	-4	100	101	119	1	5
Cc1c(C)n(C)c2ccc(C(=O)NCCCN3CCCCC3C)cc12 (configuration not stated)	102	102	2	103	103	92	-1	-1
O=C1c2ccccc2S(=O)(=O)c2cc(C(=O)N3CCCC3)ccc21	103	98	3	100	91	93	3	4
O=c1ncn(-c2cccc([N+](=O)[O-])c2)c2ccccc12	96	95	-1	99	90	106	-11	8
COc1ccc(CN(C(=O)Cc2cccs2)C(C(=O)NC2CCCC2)c2ccncc2)cc1 (configuration not stated)	95	95	1	96	91	93	-4	2
CCOC(=O)C1CCN(CC(O)COCc2ccc(Cl)cc2)CC1 (configuration not stated)	93	96	1	98	94	96	-3	5
Cc1ccc(S(=O)(=O)N2CCC(C(=O)N[C@@H](C)C(=O)NCC3CCCO3)CC2)cc1 (some centres not stated)	93	98	3	100	99	97	-4	-11
CC(C)CC[n+]1ccn(C2=C([O-])c3ccccc3C(=O)/C2=N\S(=O)(=O)c2ccccc2)c1	98	94	9	100	97	94	5	-2
Cn1c(=O)c2c(O)c(C=Nc3ccc(F)cc3)c(=O)n(C)c2n(C)c1=O	82	95	1	116	104	104	-1	3
Cc1ccc(OCC(=O)Nc2ccc(S(=O)(=O)Nc3ccccn3)cc2)cc1	102	99	0	105	102	99	5	7
CCCNC(=O)c1c(N)n(-c2ccc(S(N)(=O)=O)cc2)c2nc3ccccc3nc12	95	83	-2	89	94	87	14	15
Cc1ccc(SC/C(O)=C(\C#N)c2nc3ccccc3s2)cc1	105	98	7	104	102	96	-10	16
CCCCOC(=O)c1ccc(NC(=S)NC(=O)c2ccco2)cc1	107	103	-2	97	104	88	-5	1
COC(CNC(=O)CN1C(=O)COc2ccc(S(=O)(=O)N3CCOCC3)cc21)OC	99	99	-1	90	101	79	5	-2
CCOC(=O)c1c(-c2ccccc2)oc2ccc(O)c(CN(C)C)c12	98	98	14	97	103	93	-3	2
Cc1ccc(S(=O)(=O)N(C)CC(=O)O/N=C(\N)c2cccc(Br)c2)cc1	98	94	1	109	97	110	-1	-2
CCN(CC)C(=O)CSc1n[nH]c(=S)n1N	102	95	0	106	90	93	-2	0
CCCCSCCCNC(=O)c1cn(C)c2ccc(S(=O)(=O)N3CCCC3)cc2c1=O	98	97	1	96	93	92	2	6
O=C(NCCNc1nccc(C(F)(F)F)n1)c1cccc(C(F)(F)F)c1	111	102	-5	107	106	107	1	8
Cc1cc(C(=O)NCc2ccc(C(=O)O)o2)c(C)o1	106	105	11	.	113	118	16	-8
CCCCn1c(N)c(N(CC(C)C)C(=O)c2ccc(OCc3c(C)noc3C)cc2)c(=O)[nH]c1=O	96	91	-1	97	86	108	7	4
COc1cccc(C2CC(c3cccc(Br)c3)n3nc(N)nc3N2)c1 (configuration not stated)	107	99	2	103	98	102	10	2
CCCSC1=NN2CCCC(=O)N=C2S1	110	122	-1	114	115	114	8	3
O=C(Nc1cccc(O)c1)c1cc(-c2ccco2)on1	98	90	-2	87	93	126	7	-2
Cc1cc(C)c2c(c1)N[C@H](c1cccs1)[C@@H]1CCO[C@H]21	96	92	4	93	102	113	-9	2
Cc1cccc(CS(=O)(=O)Cc2ccc(C(=O)O)o2)c1	102	100	2	101	100	101	2	-1
CCNc1sc(C(=O)OCC)c(N)c1C#N	94	92	3	85	94	91	1	4
N#Cc1nc(Cc2cccc3ccccc23)oc1NCC1CCCO1 (configuration not stated)	104	101	3	102	101	105	6	-3
CCOC(=O)c1nc2c(ccc3ccccc32)cc1C	93	94	-1	99	95	102	2	0
CN(CC(=O)O/N=C(\N)c1ccc([N+](=O)[O-])cc1)S(=O)(=O)c1ccccc1	103	96	-2	98	95	108	9	2
COc1ccc(OC)c(-c2cc(C3CCN(c4cc(Cl)nc(N)n4)CC3)[nH]n2)c1	106	83	10	105	106	127	0	-11
Cc1ccc(S(=O)(=O)N2CCN(C(=O)c3ccc4nc[nH]c4c3)CC2)cc1	100	97	0	102	103	107	14	3
Cc1noc(C)c1S(=O)(=O)N1CCC(C(=O)N2CCN(C(=O)c3ccco3)CC2)CC1	108	98	2	101	99	98	3	-1
O=C(c1cc(S(=O)(=O)N2CCOCC2)ccc1F)N1CCCc2ccccc21	104	104	3	105	95	103	1	13
CC(C)CNC(=O)CN(C1CCCCC1)S(=O)(=O)c1ccccc1	98	97	-1	98	92	99	3	-5

Structural class, the compounds so far containing a halogen
SMILES	MEP2-GFP yeast	RPL19A TOR yeast	AHR act	AGP1-GFP MLPCN	CIT2-GFP yeast	LAP4-GFP MLPCN	procasp3 activ	proCasp7 act
C/C(=N/NC(=O)CCCOc1ccc(Cl)cc1Cl)c1ccc(C)o1	105	103	16	95	97	99	10	-4
CN(C)CCNC(=O)c1cc(Br)ccc1Cl	104	101	-1	108	110	105	-5	0
O=C(Nc1cccc(Cl)c1)c1ccc(-n2cncn2)c([N+](=O)[O-])c1	101	99	0	100	104	95	3	-1
Cn1cccc1CC(=O)NNC(=S)Nc1ccc(Cl)cc1Cl	102	110	5	103	106	89	-1	-8
O=C(COc1cccc2c1CCN(Cc1ccc(Br)cc1)C2=O)N1CCOCC1	88	97	-1	102	105	96	7	0
CC(=O)c1sc(NC(=O)Cc2c(F)cccc2Cl)nc1C	111	103	-4	100	101	119	1	5
CCOC(=O)C1CCN(CC(O)COCc2ccc(Cl)cc2)CC1 (configuration not stated)	93	96	1	98	94	96	-3	5
Cn1c(=O)c2c(O)c(C=Nc3ccc(F)cc3)c(=O)n(C)c2n(C)c1=O	82	95	1	116	104	104	-1	3
Cc1ccc(S(=O)(=O)N(C)CC(=O)O/N=C(\N)c2cccc(Br)c2)cc1	98	94	1	109	97	110	-1	-2
O=C(NCCNc1nccc(C(F)(F)F)n1)c1cccc(C(F)(F)F)c1	111	102	-5	107	106	107	1	8
COc1cccc(C2CC(c3cccc(Br)c3)n3nc(N)nc3N2)c1 (configuration not stated)	107	99	2	103	98	102	10	2
COc1ccc(OC)c(-c2cc(C3CCN(c4cc(Cl)nc(N)n4)CC3)[nH]n2)c1	106	83	10	105	106	127	0	-11
O=C(c1cc(S(=O)(=O)N2CCOCC2)ccc1F)N1CCCc2ccccc21	104	104	3	105	95	103	1	13

From PubChem
